Screens (PubChem BioAssay)
PPARg SRC-2 ag: PPARgamma-driven SRC-2 recruitment agonism; PPARgamma LBD-SRC-2 recruitment, biochemical; activation, % at 8 µM; 200,000 compounds, 0.34% hits; AID 1032; in the data active = activation above about 22%;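 note: 0% = vehicle and 100% = reference agonist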
bIAP inhibitor: intestinal alkaline phosphatase (bovine) inhibition; inhibition, % at 20 µM; 190,000 tested, under 10 active; purified bovine IAP, CDP-star luminescence, 30 min;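 active = over 50% inhibition of intestinal alkaline phosphatase at 20 µM in the single-dose screen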
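Assay system – bovine IAP enzyme · Quantity – bovine IAP at 1/65,000,000 final dilution · Detection – CDP-star luminescence signal · Times – 30 min reaction at room temperature · Also added – CDP-star substrate at 30 µM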
bIAP act: increases bovine intestinal alkaline phosphatase activity. 200,000 compounds, 0.17% hits. activation factor at 20 µM. purified bovine IAP, CDP-star luminescence, 30 min; stronger effect = higher value; fold of DMSO-control signal, blank-subtracted;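 active = activation factor of 2 or more at 20 µM, a signal rise over negative controls twice the positive control's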
TNAP inh noacc: blocks human TNAP activity with no phosphate acceptor present; AID 1012; purified TNAP, CDP-star luminescence, 30 min; 200,000 compounds, 0.26% hits; P05186; inhibition, % at 20 µM;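 active = tissue-nonspecific alkaline phosphatase inhibition above about 50% at 20 µM in the single-dose screen, limit read from the data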;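 note: 0% = DMSO negative control and 100% = EDTA positive control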
Target sequence (P05186 whole entry, looked up): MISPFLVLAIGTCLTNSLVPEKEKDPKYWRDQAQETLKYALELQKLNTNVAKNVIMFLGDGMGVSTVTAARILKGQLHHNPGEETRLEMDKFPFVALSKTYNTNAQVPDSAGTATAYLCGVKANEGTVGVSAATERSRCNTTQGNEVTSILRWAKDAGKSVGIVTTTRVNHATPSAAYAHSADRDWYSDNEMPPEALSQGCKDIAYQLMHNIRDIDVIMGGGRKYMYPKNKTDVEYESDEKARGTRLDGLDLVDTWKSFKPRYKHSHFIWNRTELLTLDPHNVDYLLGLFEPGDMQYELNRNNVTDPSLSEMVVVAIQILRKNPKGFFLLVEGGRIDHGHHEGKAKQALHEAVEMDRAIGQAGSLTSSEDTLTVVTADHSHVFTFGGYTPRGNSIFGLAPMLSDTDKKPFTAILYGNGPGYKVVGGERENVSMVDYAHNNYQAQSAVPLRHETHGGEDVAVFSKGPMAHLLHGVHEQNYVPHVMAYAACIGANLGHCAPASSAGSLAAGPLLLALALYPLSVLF
PPARg SRC1 recr: promotes SRC-1 coactivator recruitment by human PPARgamma. activation, % at 8 µM. P37231. 200,000 compounds, 0.41% hits. AID 631. PPARgamma-SRC-1 coactivator recruitment biochemical assay; in the data active = activation above about 19%;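 note: 0% = DMSO and 100% = reference agonist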
TNAP inh hiacc: TNAP (human) inhibition, high acceptor; 200,000 compounds, 0.03% hits; inhibition, % at 20 µM; P05186; purified TNAP, CDP-star luminescence, 1 M DEA;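 active = over 50% inhibition of tissue-nonspecific alkaline phosphatase at 20 µM in the single-dose screen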;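 note: plate controls were DMSO wells for no effect and EDTA-quenched wells as full inhibition for full effect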
TNAP act hiacc: TNAP (human) activation, high acceptor; P05186; purified TNAP, CDP-star luminescence, 1 M DEA, 30 min; stronger effect = higher value; 0 = EDTA background, 1 = DMSO-only activity; activation factor at 20 µM; 200,000 tested, under 10 active;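 active = activation factor at least 2 at 20 µM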
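Measured by: Luminescent substrate turnover signal | Test system: Human TNAP | Input: TNAP 1/800 final | Dosing: 20 µM single point | Schedule: 30 min, room temperature | Controls: EDTA wells as negative control, DMSO wells as positive control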
Efa HMGR inh: inhibitors of class II HMG-CoA reductase from Enterococcus faecalis; AID 1066; 190,000 compounds, 0.41% hits; inhibition, % at 10 µM; purified E. faecalis HMGR, NADPH absorbance 340 nm kinetic;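 active = inhibition above a set limit, the median over all tested compounds plus 3 SD, cut at about 9.5% in these data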;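 note: enzyme runs in reverse so mevalonate oxidation gives rising NADPH absorbance; 0% = complete reaction with DMSO and 100% = background rate lacking mevalonate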
PPARg SRC-3 ag: agonists of human PPARgamma SRC-3 coactivator recruitment; P37231; biochemical PPARgamma/SRC-3 coactivator recruitment assay; activation, % at 8 µM; 200,000 compounds, 0.26% hits; AID 731; in the data active = activation above about 23%;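 note: 0% = DMSO and 100% = reference agonist; some compounds past the cut are filed as inactive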
TR-FRET SRC-2 ct: flags TR-FRET format artefacts in PPARgamma SRC-2 recruitment agonist screen; TR-FRET artefact counter-screen; stronger effect = higher value; TR-FRET ratio at 8 µM; AID 1049; 200,000 compounds, 0.4% hits; in the data active = TR-FRET ratio above about 2000; note: inactives centre near 1500
Numbers without * were called inactive; . = no result given.

SMILES	PPARg SRC-2 ag	bIAP inhibitor	bIAP act	TNAP inh noacc	PPARg SRC1 recr	TNAP inh hiacc	TNAP act hiacc	Efa HMGR inh	PPARg SRC-3 ag	TR-FRET SRC-2 ct
COc1cc(C(=O)N2CCC(NC(=O)C(Cc3ccc(C(C)C)cc3)NC(C)=O)CC2)cc(OC)c1OC (stereo not drawn)	-5	-21	1.2	-3	2	-2	1	-4	11	1398
N#Cc1cc2c(=O)n3ccccc3nc2n(-c2ccc(Cl)cc2)c1=O	-8	-3	1	1	1	-1	1	-1	3	1396
COC(=O)c1ccc(-n2ccnc2)cc1	6	0	1	-10	1	-1	1	-1	4	1496
O=C(NCc1cccs1)C(Cc1ccccc1)n1cccc1 (stereo not drawn)	6	21	0.8	-10	9	-2	1	7	1	1565
CCn1c(SCC(=O)OCC(=O)N2c3ccccc3NC(=O)C2(C)C)nnc1-c1ccco1	7	-1	1	-5	5	-3	1	-1	15	1659
Nc1nnc(C(=O)c2ccccc2N)s1	7	.	.	.	-1	.	.	.	-1	1449
S=C(NNc1ccc2ccccc2c1)NC1CCCCC1	7	16	0.8	-16	-2	2	1	2	2	1608
COC(=O)CSc1nnc(CNC(=O)Cc2ccccc2)n1C	2	5	0.9	-14	6	-6	1.1	-3	5	1484
CCOC(=O)N1CCN(c2nc(-c3ccc(F)cc3)cs2)CC1	10	6	0.9	-9	3	-1	1	2	-10	1656
C/C(=N\NC(=O)Cc1csc(N2CCOCC2)n1)c1ccc(Cl)c(Cl)c1	-3	-11	1.1	0	2	-3	1	-7	-3	1431
Cc1ccc(NC(=O)N(CCCN2CCOCC2)Cc2cccnc2)cc1C	-6	-2	1	-10	1	0	1	-4	-3	1388
CC1(C)CC(NC(=O)Nc2ccc([N+](=O)[O-])cc2)CC(C)(C)N1	7	-26	1.3	-13	-3	-5	1	-5	0	1524
CCCCN(CCCC)C(=O)CSc1nnc(-c2cc(OC)c(OC)c(OC)c2)o1	5	-7	1.1	-12	-1	-6	1.1	-5	0	1408
CC1(C)Oc2ccc3ccc(=O)oc3c2/C(=C/Nc2cccc(O)c2)C1=O	10	2	1	-1	1	3	1	8	6	1569
CCOC(=O)c1cc(-c2ccc(C)cc2)n(CCC(=O)NCCN(C)C)c1C	0	-10	1.1	-3	-3	0	1	0	-4	1460
Oc1oc(-c2ccccc2Br)nc1C=Nc1ccc(Br)cn1	5	24	0.8	-10	6	0	1	5	1	1400
CCOC(=O)c1c(/N=C/C2=C(O)CC(C)(C)CC2=O)sc(C(C)=O)c1C	3	-9	1.1	-2	0	-1	1	-3	-2	1507
COc1cnc(-c2ccccc2)nc1Sc1ccccc1	2	-1	1	-10	10	-2	1	-4	1	1648
Cc1cc(NC(=O)CCC(=O)N(c2ccc(F)cc2)C(C(=O)NC2CCCC2)c2ccncc2)no1 (stereo not drawn)	-1	-4	1	-1	3	3	1	-7	2	1478
Cn1c(Cl)c(C(=O)Nc2ccccc2)c2ccccc21	2	1	1	-4	13	0	1	-4	-9	1554
C=C1N(CCCCCC(=O)O)C(=O)OC12CCCCC2	1	8	0.9	-10	3	-5	1.1	1	-2	1540
Cc1cc2ccccc2n2c(SCC(=O)N3CCN(C(=O)c4ccco4)CC3)nnc12	.	-8	1.1	-9	.	0	1	.	.	.
C=CCNC(=O)CSCc1ccc(Br)cc1	-2	-1	1	-9	-6	-1	1	0	1	1429
COc1ccc(/C=C/c2nnc(NC(=O)COc3cccc(C)c3)s2)cc1	9	48	0.5	-12	3	0	1	-12	-3	1746
CC(=O)Nc1cccc(NC(=O)C2CC3CCC2C3)c1 (stereo not drawn)	-8	4	1	-12	6	-9	1.1	1	7	1500
CN1CCN(NC(=O)COc2cccc(C(F)(F)F)c2)CC1	-8	12	0.9	19	7	3	1	-2	-1	1609
CCCc1cc2c(=O)c(-c3ccc4c(c3)OCCO4)coc2cc1OS(C)(=O)=O	1	-7	1.1	-8	2	3	1	-2	5	1699
Nc1nc(SCC(=O)Nc2ccccc2C(F)(F)F)[nH]c(=O)c1-c1ccccc1	-5	2	1	1	-8	-1	1	-2	-3	1363
CC1(c2ccc(O)cc2)NC(=O)N(c2ccccc2)N1 (stereo not drawn)	14	-5	1	-11	4	-5	1.1	5	6	1669
O=C(CSc1nnc2ccccn12)Nc1ncc(Cl)cc1Cl	10	12	0.9	-9	-4	-6	1.1	2	10	1659
COc1cccc(/C=N/NC(=O)c2ccc(COc3ccc(Cl)cc3Cl)o2)c1	7	2	1	2	15	2	1	-7	8	1579
COc1ccccc1OCCC(=O)Nc1cccc(S(=O)(=O)N2CCCCC2)c1	10	8	0.9	-10	0	-4	1	-1	2	1437
CC(C)CNC(=O)c1cc(-c2ccc(Br)cc2)on1	4	23	0.8	-13	-3	2	1	-4	6	1367
O=C(CN1C(=O)C2C3C=CC(C3)C2C1=O)OCC(=O)c1ccccc1 (stereo not drawn)	0	19	0.8	-19	6	-3	1	2	0	1576
Cc1ccccc1NC(=O)C1Cc2ccccc2C(=O)O1 (stereo not drawn)	-2	6	0.9	-3	-2	3	1	-4	6	1352
CCn1c(=S)sc2c(=O)n(-c3ccccc3)c(SC)nc21	-8	13	0.9	-9	4	-3	1	-3	-10	1550
CCN(CC)c1ccc(C=Nc2ccc(N(C)C)cc2)c(O)c1	78*	0	1	-128	24*	4	1	-4	98*	2498*
C=CCn1c(SCCC)nc2sc3c(c2c1=O)CCc1ccccc1-3	1	11	0.9	-16	5	-2	1	2	-3	1798
COc1ccc2oc(C(=O)OCC(=O)/C(C#N)=C(\C)N)c(C)c2c1	0	2	1	-16	2	-2	1	8	0	1676
CC1=C(C)C(=O)N(c2ccccn2)C1=O	-1	2	1	-2	-5	-10	1.1	-7	-1	1631
OCCN1CCN(CC(O)COCc2ccc3c(c2)OCO3)CC1 (stereo not drawn)	14	4	1	-9	1	0	1	1	4	1663
C/C(=N\NC(=O)CSCc1ccc(Cl)cc1)c1ccc2c(c1)OCCO2	5	3	1	-6	-2	-1	1	-1	-8	1550
CCOC(=O)N1CCC(NC(=O)c2cc(S(=O)(=O)N3CCCC3)cn2C)CC1	-4	-4	1	-2	-2	-5	1	-3	-6	1314
Cc1cc(C)c(-c2cc(C(F)(F)F)no2)c(=O)[nH]1	2	-4	1	-8	2	-1	1	-6	-5	1482
NC(=O)c1nc(N2CCOCC2)nc(N2CCOCC2)n1	5	6	0.9	-11	6	-6	1.1	-6	-2	1567
CS(=O)(=O)c1ccc(C(=O)OCC(=O)NC2CCS(=O)(=O)C2)cc1[N+](=O)[O-] (stereo not drawn)	2	-6	1.1	-12	3	-8	1.1	1	4	1491
CCOc1ccc(-c2cc(NC(=O)Cn3ncc4c3-c3ccccc3OC4)on2)cc1OCC	1	-10	1.1	-1	1	-8	1.1	1	3	1615
COCc1cc(=O)[nH]c(Nc2nc(C)c3ccccc3n2)n1	-1	-34	1.3	-127	6	-6	1.1	-2	-4	1639
CCOC(=O)CSc1nc(CC)nc2ccccc12	-1	11	0.9	-12	1	-6	1.1	-1	0	1512
O=C(Cc1cccs1)N(CC1CCCO1)C1(C(=O)NC2CCCC2)CCCCC1 (stereo not drawn)	-7	-12	1.1	-5	-6	2	1	-2	0	1588

By substructure, those above with fluorine (5)
SMILES	PPARg SRC-2 ag	bIAP inhibitor	bIAP act	TNAP inh noacc	PPARg SRC1 recr	TNAP inh hiacc	TNAP act hiacc	Efa HMGR inh	PPARg SRC-3 ag	TR-FRET SRC-2 ct
CCOC(=O)N1CCN(c2nc(-c3ccc(F)cc3)cs2)CC1	10	6	0.9	-9	3	-1	1	2	-10	1656
Cc1cc(NC(=O)CCC(=O)N(c2ccc(F)cc2)C(C(=O)NC2CCCC2)c2ccncc2)no1 (stereo not drawn)	-1	-4	1	-1	3	3	1	-7	2	1478
CN1CCN(NC(=O)COc2cccc(C(F)(F)F)c2)CC1	-8	12	0.9	19	7	3	1	-2	-1	1609
Nc1nc(SCC(=O)Nc2ccccc2C(F)(F)F)[nH]c(=O)c1-c1ccccc1	-5	2	1	1	-8	-1	1	-2	-3	1363
Cc1cc(C)c(-c2cc(C(F)(F)F)no2)c(=O)[nH]1	2	-4	1	-8	2	-1	1	-6	-5	1482

Single records, from the list above. Screens in order: PPARg SRC-2 ag, bIAP inhibitor, bIAP act, TNAP inh noacc, PPARg SRC1 recr, TNAP inh hiacc, TNAP act hiacc, Efa HMGR inh, PPARg SRC-3 ag, TR-FRET SRC-2 ct
O=C(Cc1cccs1)N(CC1CCCO1)C1(C(=O)NC2CCCC2)CCCCC1 (stereo not drawn) is listed with -7, -12, 1.1, -5, -6, 2, 1, -2, 0, 1588
Cc1cc(C)c(-c2cc(C(F)(F)F)no2)c(=O)[nH]1 is listed with 2, -4, 1, -8, 2, -1, 1, -6, -5, 1482
COCc1cc(=O)[nH]c(Nc2nc(C)c3ccccc3n2)n1 is listed with -1, -34, 1.3, -127, 6, -6, 1.1, -2, -4, 1639
C/C(=N\NC(=O)CSCc1ccc(Cl)cc1)c1ccc2c(c1)OCCO2 is listed with 5, 3, 1, -6, -2, -1, 1, -1, -8, 1550

The list goes on.
SMILES	PPARg SRC-2 ag	bIAP inhibitor	bIAP act	TNAP inh noacc	PPARg SRC1 recr	TNAP inh hiacc	TNAP act hiacc	Efa HMGR inh	PPARg SRC-3 ag	TR-FRET SRC-2 ct
Cc1nnsc1C(=O)N/N=C/c1ccc(OC(F)(F)F)cc1	-2	9	0.9	-8	-2	-5	1	-5	1	1403
Nc1ncnc(Sc2ccc(Cl)cc2)c1[N+](=O)[O-]	-10	14	0.9	-7	-1	-4	1	0	3	1467
COC(=O)c1c(NC(=O)C2SC(=NC3CCCCC3)C(C(N)=O)=C2N)sc2c1CCCC2 (stereo not drawn)	7	40	0.6	-10	15	-3	1	-6	5	1773
CCOC(=O)Cn1nc(C)c2ccccc2c1=O	-13	-1	1	-8	-8	-5	1.1	-2	-1	1317
CCOC(=O)c1sc(=S)n(C)c1NC(=O)c1ccc(F)cc1	10	13	0.9	-5	7	-4	1	-2	6	1604
